HTRA1 inh: HTRA1 serine protease inhibitors, primary screen, biochemical, fluorescence polarization, HTS | inhibition, % at 5.96 µM | 340,000 compounds, 0.5% hits | recombinant HTRA1, FP-rhodamine activity-based probe | Q92743; in the data active = inhibition above about 36%;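 note: 0% = enzyme with DMSO and 100% = wells lacking enzyme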
TDP2 inh: human TDP2 enzyme inhibitors, primary screen, biochemical, epi absorbance, recombinant enzyme. Tyrosyl-DNA phosphodiesterase 2 (Homo sapiens), O95551. inhibition, % at 12.8 µM. T5PNP hydrolysis, p-nitrophenol absorbance 415 nm. 370,000 compounds, 0.34% hits;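 active = inhibition above the mean of all tested compounds plus 3 SD, set per campaign, cut at about 25% in these data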;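 note: 0% = DMSO with enzyme and 100% = buffer with substrate but no TDP2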
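System – recombinant human TDP2 · Quantity – TDP2 enzyme at 120 nM final · Doses – single concentration, 12.8 µM nominal, with 1% DMSO · Incubation – 2 h at 37 °C · Measured by – epi absorbance of p-nitrophenol freed from T5PNP by hydrolysis · Read-out – % inhibition relative to enzyme-containing and enzyme-free wells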
SIAE inh: human SIAE inhibitors, primary screen, biochemical, fluorescence polarization, FP-Rh probe, 1536-well HTS. SIAE FP-Rh probe binding. inhibition, % at 9.66 µM. 370,000 compounds, 0.69% hits;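 active = inhibition above a cutoff: mean of compounds within the control limits plus 3 SD of those, cut at about 17% in these data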;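 note: 0% = plate median of compound wells and 100% = probe without SIAE protein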
Target sequence (Q9HAT2 whole entry, looked up): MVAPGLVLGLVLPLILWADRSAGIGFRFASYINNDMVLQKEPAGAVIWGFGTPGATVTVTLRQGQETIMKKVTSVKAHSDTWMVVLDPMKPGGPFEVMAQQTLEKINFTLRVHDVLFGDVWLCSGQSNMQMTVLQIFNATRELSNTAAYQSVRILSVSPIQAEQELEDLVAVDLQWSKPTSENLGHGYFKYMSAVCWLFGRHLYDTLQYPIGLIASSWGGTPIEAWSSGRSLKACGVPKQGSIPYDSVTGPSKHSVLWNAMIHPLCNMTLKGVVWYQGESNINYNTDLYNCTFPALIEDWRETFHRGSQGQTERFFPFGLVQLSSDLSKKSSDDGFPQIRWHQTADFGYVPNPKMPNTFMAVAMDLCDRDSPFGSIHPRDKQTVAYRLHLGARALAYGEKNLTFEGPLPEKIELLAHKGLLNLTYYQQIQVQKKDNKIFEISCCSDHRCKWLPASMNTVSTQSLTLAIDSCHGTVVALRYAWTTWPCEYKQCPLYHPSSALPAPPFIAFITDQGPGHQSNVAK
LEDGF integ inh: blockers of LEDGF/p75-dependent integrase strand transfer – biochemical, TR-FRET, high throughput, primary screen | inhibition, % at 3.7 µM | HIV-1 integrase (with human LEDGF/p75) | TR-FRET IN-LEDGF/p75 DNA integration, Eu/Cy5 | 370,000 compounds, 0.64% hits;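 active = inhibition above the screen-wide mean plus 3 SD, cut at about 13% in these data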;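 note: signal is the Cy5 over europium emission ratio at 671 and 618 nm; 0% = plate median of compound wells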
Rev-erbA mod: modulators of Rev-erb alpha DNA binding, primary screen, biochemical, FITC-DNA, fluorescence polarization, uHTS; Nuclear receptor subfamily 1 group D member 1 (Homo sapiens), P20393; Rev-erbα–FITC-DNA binding, 90 min; activity, % at 10 µM; 370,000 compounds, 0.79% hits; AID 1259318, 2017;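 active = activity above about 14%, limit read from the data; passing the limit was not always enough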;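 note: 0% = DMSO wells with 35 nM protein and 100% = DMSO wells with 750 nM protein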
PRMT1 FP inh: PRMT1 methyltransferase inhibitors, primary screen, biochemical, fluorescence polarization; inhibition, % at 2.79 µM; recombinant PRMT1, activity-based probe fluorescence polarization; AID 652257, 2013; 370,000 compounds, 1.3% hits;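 active = inhibition above about 21% made by adding two undisclosed values, limit read from the data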
rCAG RNA binder: binders of r(CAG) RNA repeats, primary screen, biochemical, fluorescence. inhibition, % at 3 µM. 370,000 compounds, 1.3% hits. r(CAG) RNA repeat, TO-PRO-1 dye displacement fluorescence. AID 651821, 2012;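 active = inhibition above the plate cutoff, the mean of all test compounds on that plate plus 3 SD, cut at about 35% in these data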;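 note: 0% = DMSO alone and 100% = 100 µM mitoxantrone as full dye displacement; higher means more dye released from RNA so lower well fluorescence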
ABHD4 inh: ABHD4 inhibitors, primary screen, biochemical, fluorescence polarization, mouse | AID 720543, 2013 | inhibition, % at 8.92 µM | 370,000 compounds, 0.54% hits | purified mABHD4, FP-Rh probe fluorescence polarization;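 active = inhibition exceeding the mean over every tested compound plus 3 SD, cut at about 30% in these data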;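 note: 0% = plate median of compound wells and 100% = S159A mutant with DMSO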
Target sequence (Q8VD66 whole entry, looked up): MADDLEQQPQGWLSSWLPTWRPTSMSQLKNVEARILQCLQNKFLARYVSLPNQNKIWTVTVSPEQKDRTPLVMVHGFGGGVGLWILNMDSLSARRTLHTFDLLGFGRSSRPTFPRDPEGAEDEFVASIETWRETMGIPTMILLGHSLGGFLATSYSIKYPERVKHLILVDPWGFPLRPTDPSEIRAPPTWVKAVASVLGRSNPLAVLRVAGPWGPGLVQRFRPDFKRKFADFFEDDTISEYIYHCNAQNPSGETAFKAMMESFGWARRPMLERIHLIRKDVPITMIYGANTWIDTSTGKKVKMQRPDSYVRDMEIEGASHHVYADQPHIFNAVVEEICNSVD
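Doses – 8.92 µM, single dose · Material – wild-type mouse ABHD4 protein · Replication – single well per compound (singlicate) · Measure – percent inhibition of probe binding, normalized to plate controls · Schedule – 45 min compound pre-incubation plus 60 min probe step, 25 °C · Detection – fluorescence polarization with parallel and perpendicular emission, 525/598 nm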
PG9 binder: binders of HIV-1 gp120 antibody PG9, primary screen, biochemical, TR-FRET; HIV-1 gp120 / PG9 antibody interaction; TR-FRET gp120-PG9 antibody binding; inhibition, % at 6.7 µM; 360,000 compounds, 0.43% hits; in the data active = inhibition above about 8.5%
TCR-CD3 inh: inhibitors of human TCR-CD3 interaction, primary screen, biochemical, fluorescence, TAMRA-labeled TCR probe; 360,000 compounds, 0.37% hits; inhibition, % at 9.4 µM; T-cell receptor (TCR); AID 651800, 2012; in the data active = inhibition above about 19%;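 note: recombinant mutant TCR 2C K166C tagged with TAMRA read by polarization; 0% = receptor in buffer alone and 100% = receptor with positive control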
* marks the source's active call; other numbers are inactive results; x = no result given. Some of the compounds tested, so the mix of outcomes need not match the whole.

SMILES	HTRA1 inh	TDP2 inh	SIAE inh	LEDGF integ inh	Rev-erbA mod	PRMT1 FP inh	rCAG RNA binder	ABHD4 inh	PG9 binder	TCR-CD3 inh
COC(=O)C1CN(CC(C)C)CCS(=O)(=O)N1Cc1ccc(F)cc1 (stereo not given)	x	-0.4	-0.3	-4.4	-0.6	1.5	-0.7	0.7	x	x
Cc1ccc(NC(=O)c2ccc(CSc3nnc(-c4ccncc4)n3C)cc2)cc1	2.6	-12.7	-4.1	0.3	0.9	5.1	7.7	-13.5	3.7	-7.9
NC(=O)c1coc(-c2ccccc2)n1	8.2	-0.7	6.2	4.7	-5.0	-3.8	-0.9	3.8	0.3	8.4
COc1ccc(CCNC(=O)CN2CCC(C(N)=O)CC2)cc1	4.8	11.1	4.0	-0.4	-2.5	-3.2	-3.5	3.6	-0.3	3.9
O=C(NC(=S)N1CCN(c2ccccn2)CC1)c1ccco1	1.8	2.0	4.5	-2.8	-5.0	3.2	-3.5	9.7	-1.9	-3.3
COc1ccc(N2CC(=O)N(c3ccccc3)C2=S)cc1	2.9	-3.9	-4.4	-2.6	1.0	-1.9	0.8	0.1	-1.8	0.7
O=[N+]([O-])c1cc([N+](=O)[O-])c2cc3ccccc3nc2c1	14.8	7.0	2.1	-2.5	5.8	4.7	5.7	18.3	-2.9	-1.6
COC(=O)C1(Cc2cc(-c3ccc(OC)cc3OC)no2)CCN(C(=O)OC(C)(C)C)CC1	-5.9	-9.3	9.9	0.3	-5.5	-0.6	-6.0	-10.3	-1.4	-1.2
CCC(CC)C(C(=O)NCc1ccccc1)N1CCN(c2cccc(C)c2C)CC1 (stereo not given)	x	-4.1	2.6	2.8	1.3	-3.9	1.3	-5.2	0.3	31.4*
O=C(CSc1ncccn1)NCc1ccc(Cl)cc1	4.2	4.7	2.5	-0.7	5.1	-1.8	1.2	-1.9	-1.4	0.3
CCOCCc1nnc(NC(=O)c2cc(OC)c(OC)c(OC)c2)s1	-5.7	13.0	-1.9	-0.2	-6.2	0.7	-4.0	6.8	-1.2	8.6
CCC(Oc1ccccc1)C(=O)Nc1ccc(S(=O)(=O)Nc2ncccn2)cc1 (stereo not given)	2.0	5.1	-4.7	-0.1	1.2	-2.4	5.7	1.4	-2.4	-0.1

3 neighbouring records from above, quoted:
SMILES	HTRA1 inh	TDP2 inh	SIAE inh	LEDGF integ inh	Rev-erbA mod	PRMT1 FP inh	rCAG RNA binder	ABHD4 inh	PG9 binder	TCR-CD3 inh
COC(=O)C1CN(CC(C)C)CCS(=O)(=O)N1Cc1ccc(F)cc1 (stereo not given)	x	-0.4	-0.3	-4.4	-0.6	1.5	-0.7	0.7	x	x
Cc1ccc(NC(=O)c2ccc(CSc3nnc(-c4ccncc4)n3C)cc2)cc1	2.6	-12.7	-4.1	0.3	0.9	5.1	7.7	-13.5	3.7	-7.9
NC(=O)c1coc(-c2ccccc2)n1	8.2	-0.7	6.2	4.7	-5.0	-3.8	-0.9	3.8	0.3	8.4

The results go on:
SMILES	HTRA1 inh	TDP2 inh	SIAE inh	LEDGF integ inh	Rev-erbA mod	PRMT1 FP inh	rCAG RNA binder	ABHD4 inh	PG9 binder	TCR-CD3 inh
O=C(NC1CCN(C(=S)NCc2ccco2)CC1)C12CC3CC(CC(C3)C1)C2	-0.4	-13.0	1.3	0.4	-2.2	1.5	-3.0	1.2	1.1	0.4
Cc1ccc(-c2cc(C)nc3ncnn23)cc1	8.9	-7.0	5.7	3.6	-5.9	-3.2	2.8	-4.0	0.3	5.3
COC(=O)CSc1nc2c(cnn2-c2ccc(F)cc2)c(=O)[nH]1	5.4	-6.8	-5.9	2.9	-2.9	5.7	1.2	-0.7	0.6	-2.3
Cc1ccc(C(=O)/C=C/N(C)C)o1	-1.6	4.3	1.9	3.2	-2.1	-3.4	-0.4	1.7	0.3	-3.2
Cc1cccc(CC2CC(=O)N(c3nc4ccccc4s3)C2=O)c1 (stereo not given)	-10.8	4.4	-0.6	1.5	-5.0	-2.2	1.1	-4.7	0.3	0.9
CCOc1ccccc1NC(=O)CSc1nnc(Cn2c(=O)sc3ccccc32)n1C	-8.0	-10.1	1.8	-4.4	1.2	7.5	0.2	-4.5	-1.1	-3.7
CC(C)CNc1cccc2c1S(=O)(=O)N(Cc1ccc(F)cc1)[C@@H](C)[C@H](c1ccccc1)O2	x	-7.6	2.6	2.1	1.1	-1.2	3.8	-2.7	-0.2	-1.2
COc1ccc(NC2=NCCC2)cc1	-0.2	2.5	4.8	2.9	-1.2	-2.4	2.1	0.0	-0.4	9.0
Cc1ccc(NC(=O)C2C3CC4OC(=O)C2C4C3)cc1Cl (stereo not given)	6.8	-4.0	5.3	4.1	-5.2	-1.5	3.9	2.2	0.0	9.9
CCC(=O)c1ccc(N2CCCC2)c(F)c1	3.8	-9.4	2.3	1.6	4.2	1.0	-3.6	-5.4	-0.5	-2.6
Cc1ccc2c(c1)c1c3n2CCN(CCC#N)C3CCC1 (stereo not given)	0.4	1.8	10.5	-1.7	4.7	-0.3	1.3	3.1	-3.5	6.2
CCOc1ccccc1N(CC(=O)N1CCC(C)CC1)S(=O)(=O)c1ccc(C)cc1	-9.9	4.1	-4.6	4.2	-9.4	-2.5	-3.6	1.1	0.3	0.9
Cc1ccc(CN2CCC(CO)(CC3CCCCO3)CC2)o1 (stereo not given)	-0.4	-4.5	-1.9	0.2	-0.9	-1.4	-2.0	-0.1	0.6	4.1
O=C1C2C3C=CC(C3)C2C(=O)N1c1n[nH]c(CCc2ccccc2)n1 (stereo not given)	3.2	8.1	-0.4	-2.0	0.9	-2.2	-1.5	-2.4	-2.1	-2.2
O=C1C=CC(=O)N1c1ccc(Nc2ccccc2)cc1	52.6*	13.1	6.9	5.7	3.7	10.6	14.3	21.1	-11.3	-25.2
CCC(C)NC(=O)c1cc(-c2ccccc2O)on1 (stereo not given)	-8.0	12.2	-3.4	1.6	-1.3	-3.4	2.3	-8.5	-1.3	-0.8
CN(CCC#N)C(=O)CSc1nc2scc(-c3ccccc3)c2c(=O)[nH]1	7.0	3.5	-0.2	2.1	-1.8	0.6	5.3	3.4	0.0	-0.2
O=C(CCC(=O)c1cccs1)OCc1nnc(-c2ccccc2)o1	6.6	-4.0	7.7	1.8	0.2	0.0	3.5	1.9	0.2	2.0
O=C(c1ccccc1)N1CCN(S(=O)(=O)c2cccc(NS(=O)(=O)c3ccccc3)c2)CC1	x	1.3	-0.1	0.8	-2.2	-2.7	16.1	0.1	-0.4	5.3
Cc1cc(Br)cn2c(Cc3ccccc3C(F)(F)F)c(-c3ccc(C#N)cc3)nc12	x	9.0	-3.1	-1.1	16.1	-0.2	7.4	3.0	0.3	4.4
c1ccc(-c2csc(Nc3nc(N4CCOCC4)nc(N4CCOCC4)n3)n2)cc1	2.0	-3.4	6.7	-3.9	-3.5	-1.5	5.5	-4.1	-0.4	-0.4
Cc1cccc(-c2noc(CN(C(=O)CCc3ccccc3)C(C)C)n2)c1	-39.6	6.3	-1.4	-3.6	-3.0	-1.4	-7.1	1.1	-2.5	0.7
CC(=O)NCC1CCCN(c2nc3nonc3nc2N(C)Cc2ccccc2)C1 (stereo not given)	0.7	-0.2	7.0	-4.3	-1.4	3.5	-0.2	5.5	-3.5	-4.6
CCN(CC(=O)NC(C)(C)C)C(=O)COc1c(Cl)cc(Cl)c2ccc(C)nc12	4.4	0.4	3.5	-5.8	-0.5	4.6	-9.7	10.8	-0.8	-13.5
CC(=O)Oc1cccc(N2C(=O)c3cccc4c([N+](=O)[O-])ccc(c34)C2=O)c1	4.9	7.5	3.2	0.4	0.5	-2.4	-1.9	0.6	-0.5	-1.3
CC1(C)Oc2ccc(C(=O)N3CCOCC3)cc2N(CC(=O)N2CCOCC2)C1=O	0.5	-4.4	-4.0	-3.3	3.9	-1.0	-4.6	-14.5	-0.9	-0.9
COc1ccc(S(=O)(=O)NCCc2nnc3ccc(SCC(=O)Nc4nc(C)cs4)nn23)cc1	1.8	-2.0	-3.2	-2.8	3.0	-1.0	3.5	5.5	-2.6	6.0
CCOC(=O)c1c(NC(=O)c2cccs2)sc(C(=O)N(C)C)c1C	-15.2	-0.3	3.7	2.8	3.7	19.8	5.7	-6.4	2.5	-10.2
COc1ccc(NC(=O)CNS(=O)(=O)c2ccccc2)cc1Cl	-2.6	2.7	-8.2	1.1	5.8	0.0	-0.1	-5.8	-2.5	2.3
COc1ccccc1/C=N/OC(=O)c1ccc(F)cc1	-1.1	-6.6	-1.8	-1.0	-3.7	1.7	-5.6	1.2	-1.0	-6.4
CCCn1nnnc1SCC(=O)N(C(C)C)C(C)C	2.9	-8.3	-4.1	-3.7	2.7	17.0	-0.6	-10.5	0.0	-6.1
CCOc1ccc([N+](=O)[O-])cc1CNC1CCCCCCC1	0.3	-10.4	-10.9	0.3	-2.2	2.8	5.2	-1.7	-3.6	-4.5
O=C(c1ccc2c(c1)OCO2)N1CCN(c2ccc(Cl)cc2)CC1	-1.4	11.3	-1.7	-4.4	1.0	1.0	-4.0	6.1	-0.5	-5.7
Cc1cc(NC(=O)COC(=O)CCNS(=O)(=O)c2c(Cl)cccc2Cl)no1	12.9	-0.7	-6.4	3.3	1.7	-4.6	-2.2	-4.2	-1.2	1.9
CCOC(=O)C1CCN(C(=O)COC(=O)c2cc(-c3cccs3)nn2-c2ccccc2)CC1	-2.0	-2.5	-4.1	2.2	-4.4	1.9	-4.8	-0.3	0.1	9.0
Cc1cc(C)n2nc(CC(=O)NCc3ccccc3Cl)nc2n1	9.2	-9.0	6.4	0.3	-2.8	-4.1	-6.2	0.6	-1.1	3.7
O=C(NCc1ccccc1)c1ccc(CS(=O)Cc2ccc(Cl)cc2)o1 (stereo not given)	2.2	-1.6	-1.6	2.5	-4.6	-4.7	-2.4	-4.5	-0.1	7.5
COc1ccc(CCNC(=O)COC(=O)Cn2cnc3ccccc3c2=O)cc1	4.2	1.5	-3.2	1.0	2.6	2.0	-4.3	-1.3	1.1	-3.3
Cc1cc(C)c(-n2c(SCC(=O)N3CCOCC3)n[nH]c2=O)c(C)c1	1.9	20.3	4.8	0.0	-6.1	2.6	0.2	-4.3	-1.1	10.7
CCCNC(=O)C1(C)CCCN(Cc2c(C)nn(-c3ccccc3)c2C)C1 (stereo not given)	x	-1.9	1.6	-3.4	3.6	-0.3	-4.2	-3.8	-2.7	-1.5
CCOC(=O)CCc1c(C)nc2cc(-c3ccc(F)cc3)[nH]n2c1=O	2.5	-5.0	3.3	0.2	-4.4	-1.4	2.5	2.7	-2.2	-0.5
